Bioassay records as filed in PubChem.
aSyn tox rescue: qHTS of alpha-syn Inhibitors: NCGC Sytravon Library Screen | S. cerevisiae alpha-synuclein toxicity rescue, BacTiter-Glo growth, 24 h | hit rate 0.02% among 94,000 | Potency, µM (doses to about 46.1 µM), for inactives: at the highest dose growth rescue (activation), actives largely listed as activators; active means well fitted activation curve with a large enough effect; inconclusive means small, poorly fitted or top-dose-only effect; further: 0% is about no effect
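Growth restoration measured by BacTiter-Glo luminescence after 24 hr at 30 deg C; alpha-synuclein yeast, raffinose-pregrown to mid-log, were added at OD600=0.02 in galactose medium onto pinned compounds.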
* = called active by the depositor; ? = inconclusive; & = joins results of further samples; [ ] = dose if it differs, or a comment. Potency means the concentration at half of the fitted maximal effect. Some of the compounds tested, so the mix of outcomes need not match the whole.

SMILES | aSyn tox rescue
Cn1c(=O)c2sccc2n2c(CCC(=O)NCc3ccc(F)cc3)nnc12 | 3.4%
COc1ccc(NC(=O)Cc2csc(NC(=O)Nc3ccccc3OC)n2)c(OC)c1 | 0.9%
Cc1noc(-c2ccc(N3CCCCC3)c([N+](=O)[O-])c2)n1 | 7.7%
COc1ccc(CC(=O)Nc2nc3c(s2)CC(C(C)(C)C)CC3)cc1 (stereo unspecified) | 3.3%
CC(=O)Nc1ccc(NC(=O)c2ccc(N(Cc3ccccc3C)S(C)(=O)=O)cc2)cc1 | 2.5%
Cc1cccc(NC(=O)Cn2cc(S(=O)(=O)c3ccc(F)cc3)c(=O)c3cc4c(cc32)OCO4)c1 | -0.3%
CCn1cc(C(=O)N2CCN(c3cc(C)ccc3C)CC2)c(=O)c2cc(S(=O)(=O)N3CCOCC3)ccc21 | -7.9%
O=S(=O)(c1ccccc1Oc1ccc(Cl)cc1Cl)N1CCCCC1 | -0.8%
COc1ccc(Nc2c(-c3ccsc3)nc3nc(C)cc(C)n23)cc1 | 4.4%
CCOC(=O)c1c(C)[nH]c(CCC(=O)NCc2ccc(OC)cc2OC)c1C | -1.0%
CCOC(=O)C1=C(C)NC(=O)NC1c1cn(-c2ccccc2)nc1-c1ccc(OCC)cc1 (stereo unspecified) | 8.4%
CC1(C2CC2)NC(=O)N(CC(=O)Nc2ccc(OC(F)F)cc2)C1=O (stereo unspecified) | 13.1%
COc1ccccc1C(=O)NCC(=O)N/N=C/c1ccc2c(c1)OCO2 | -2.8%
O=C(O)Cc1ccc(NC(=O)Nc2ccc(Br)cc2)cc1 | 1.5%
Cc1ccc(CCNc2ncnc3onc(-c4ccc(Cl)cc4)c23)cc1 | 0.6%
Cc1ccc(CN2CCCn3nc(C(=O)NCc4cc(C)ccc4C)cc3C2=O)cc1 | ?
CC1(C)CC(=O)C(CSC(=O)c2ccccc2)C(=O)C1 | -76.1%[inhibitor]
Cn1c(=O)[nH]c(=O)c2c1nc(SCCO)n2CC(O)COc1ccccc1 (stereo unspecified) | -11.9%
COc1cc2c(cc1OC)C1CCc3cc4c(cc3C1N=C2)OCO4 (stereo unspecified) | 0.1%
CC(=O)c1ccc(NC(=O)c2cn(C)c(=O)c3ccccc23)cc1 | -5.6%&0.4%

Arranged by heavy-atom count (largest number first): some entries from above
SMILES | aSyn tox rescue
CCOC(=O)C1=C(C)NC(=O)NC1c1cn(-c2ccccc2)nc1-c1ccc(OCC)cc1 (stereo unspecified) | 8.4%
Cc1ccc(CN2CCCn3nc(C(=O)NCc4cc(C)ccc4C)cc3C2=O)cc1 | ?
O=C(O)Cc1ccc(NC(=O)Nc2ccc(Br)cc2)cc1 | 1.5%
CC1(C)CC(=O)C(CSC(=O)c2ccccc2)C(=O)C1 | -76.1%[inhibitor]

Other records
SMILES | aSyn tox rescue
COC(=O)c1ccccc1NC(=O)N1CCC(N2CCN(Cc3ccc(F)cc3)C(=O)C2=O)CC1 | 4.6%
CCOC(=O)c1c(NC(=O)CS(=O)(=O)c2ccc(C)cc2)sc2c1CCCCC2 | 19.3%
COC(=O)c1ccc(NC(=O)CN2CCN(S(=O)(=O)c3ccc(Br)cc3)CC2)cc1 | 2.2%
CCOc1ccc(NC(=O)N2CC(C)OC(C)C2)cc1 (stereo unspecified) | 0.1%
CCOC(=O)N1CCN(C(=O)CCN2C(=O)/C(=C\c3ccc(OC)c(OC)c3)SC2=S)CC1 | 0.9%
COc1nc(Oc2ccc(=O)n(-c3ccccc3)n2)nc(N(C)C)n1 | 9.1%
CCCCOc1ccc(C2c3c(oc4ccc(C)cc4c3=O)C(=O)N2CCCN(C)C)cc1OCC (stereo unspecified) | -12.8%
COc1ccc(CNC(=O)C(C(C)C)N2Cc3ccccc3C2=O)cc1 (stereo unspecified) | -9.1%
Cc1nnc(NC(=O)c2ccc3c(c2)OCO3)s1 | -4.7%
C[C@H]1CN([C@@H](C)CO)S(=O)(=O)c2ccc(-c3ccncc3)cc2O[C@H]1CN(C)C(=O)c1cccc(F)c1 | -3.1%
CCN(CC)S(=O)(=O)c1ccc2c(c1)N(CC(=O)NCC(C)c1ccccc1)C(=O)CO2 (stereo unspecified) | -14.8%
O=C(/C=C/c1ccc(Cl)cc1Cl)N1CCN(c2ccccc2[N+](=O)[O-])CC1 | ?
Cc1cccc(Cn2c(=O)n(Cc3ccc(C(=O)NC4CCN(Cc5ccccc5)CC4)cc3)c(=O)c3ccccc32)c1 | -14.0%
COC(=O)c1c(NC(=O)c2cc3nc(-c4ccc(Br)cc4)cc(C(F)(F)F)n3n2)sc2c1CCCC2 | 7.8%
CCOc1ccc(NC(=O)c2cnn(-c3ccc(C)c(C)c3)c2C2CCN(C(=O)OC(C)(C)C)CC2)cc1 | -8.2%
CC(C)(C)CC(=O)NCC(c1ccc2c(c1)OCO2)N1CCN(c2ccccc2)CC1 (stereo unspecified) | 5.5%
CNS(=O)(=O)c1cccc(C(=O)OCC(=O)N(CCC#N)c2ccccc2)c1 | -2.6%
COCCCNC(=O)CCc1c(C)nc2c(-c3ccc(F)cc3)c(C)nn2c1C | 0.5%
COc1ccc(N2CCN(S(=O)(=O)c3ccc4oc(=O)c5ncn(C)c5c4c3)CC2)cc1 | 5.4%
CCCc1nn2c(=O)cc(COC(=O)c3ccccc3NC(=O)COc3ccccc3)nc2s1 | -3.9%
CCS(=O)(=O)c1ccc2c(c1)N(S(C)(=O)=O)CC(C(=O)NN)O2 (stereo unspecified) | -3.5%
O=C(OCc1ccco1)c1ccc2c(c1)N(Cc1ccc([N+](=O)[O-])cc1)C(=O)c1ccccc1S2 | 1.9%
COCC(C)NC(C(=O)Nc1cccc(C(C)=O)c1)c1ccccc1 (stereo unspecified) | -6.9%
COc1ccc(NC(=O)CNC(=O)Cc2ccccc2)cc1 | 6.2%
CC(C)NC(=O)c1ccc(NC(=O)N2CCCCc3ccccc32)cc1 | 2.6%
Cc1cc(=O)[nH]c(SCC(=O)Nc2ccc(C)c(S(=O)(=O)N3CCCCC3)c2)n1 | 6.8%
CCn1c2ccccc2c2nnc(N3CCN(c4cc(C)ccc4C)CC3)nc21 | 0.4%
CCN(C(=O)c1cnc2scc(C)n2c1=O)c1ccccc1C | -3.2%
Cc1ccc(Cl)cc1N1CCN(S(=O)(=O)c2cnc[nH]2)CC1 | 9.2%
CC(=O)Nc1ccc2nc3ccccc3nc2c1 | 1.2%
CCOC(=O)C1CCCN(c2c(NCCc3ccc(Cl)cc3)c(=O)c2=O)C1 (stereo unspecified) | -6.7%
Cc1ccc(C(=O)NCCNC(=O)Cc2ccccc2)cn1 | 6.6%
Cc1cccc(OCC(=O)Nc2ccc(C(=O)Nc3ccccc3C(=O)O)cc2)c1 | 6.5%
O=C(COC(=O)c1ccccc1Cl)NCc1cccs1 | 4.9%
COc1cccc(NC(=O)CN2C(=O)c3ccccc3Sc3ncccc32)c1 | 1.3%
COC(=O)C1=C(C)OC(N)=C(C#N)C1c1cc2cc(C)ccc2nc1Cl (stereo unspecified) | 4.4%
COC(=O)CSc1nc2cc(OC)ccc2n1C | 6.3%
CCOc1ccc(NC(=O)c2c(NCc3cccnc3)sc3c2CCCC3)cc1 | 3.9%
O=C(NCCSc1ccc(Cl)cc1)c1ccc(CN2CCOCC2)cc1 | -0.2%
CC(C)CCC(CCN1CCCC1)c1ccc2c(c1)OCO2 (stereo unspecified) | 3.0%
CCCCOc1ccc(C2CCC(C(C)=O)C(C)C2)cc1 (stereo unspecified) | -12.4%
Cc1cc(C)n2nc(CNC(=O)c3cccc(N(C)C)c3)nc2n1 | -7.9%
Cc1ccc(NC(=O)CSCc2cnn(-c3ccccc3)c2-n2cccc2)c(Cl)c1 | 6.8%
Cn1c(O)c(N=NC(=O)CNC(=O)c2ccccc2)c2ccccc21 | 1.8%
CCOC(=O)c1ccc(NC(=O)C(C)Sc2nc(=O)cc(N)n2CCc2ccccc2)cc1 (stereo unspecified) | 7.3%
CCOC(=O)c1ccc(S(=O)(=O)Nc2cc(C(=O)O)ccc2Cl)cc1 | -9.6%
Cc1cc2nc(NC(=O)c3ccc(S(=O)(=O)N4CCOCC4)cc3)sc2cc1C | -5.2%
Cc1ccc(CN2CCC(CNC(=O)Nc3c(C)cccc3C)C2)cc1 (stereo unspecified) | -3.6%
CNC(=O)c1ccc(Nc2nnc(-c3ccc(C)c(S(=O)(=O)N4CCOCC4)c3)c3ccccc23)cc1 | -5.4%
CS/C(N)=N/C(=S)Nc1cccc(Cl)c1 | 7.2%
O=C(CCCn1c(=O)c2cccn2c2ccccc21)Nc1cccc(Cl)c1 | -14.5%
CN(CC(=O)Nc1ccccc1C(F)(F)F)C(=O)c1ccc(N2C(=O)CCC2=O)cc1 | 2.7%
COc1ccc(/C=C/c2nc(C#N)c(NCCc3ccccc3)o2)cc1OC | -19.0%
CN(C(=O)COC(=O)CSc1ccc(C(N)=O)cc1[N+](=O)[O-])C1CCCCC1 | 0.8%
Cc1c(NC(=O)C(C)(C)Oc2ccc(Cl)cc2)cccc1-c1nc2ccccc2o1 | -16.4%
Cc1ccc(NC(=O)C2CCN(S(=O)(=O)c3ccc4c(c3)CCCC(=O)N4)CC2)c(Br)c1 | -0.2%
Cc1ccc(Nc2nc(C)cc(C)c2C#N)c(C)c1 | -4.8%
Cc1ccc2c(=O)cc(C(=O)Nc3c(C(=O)c4ccc(F)cc4)oc4ccccc34)oc2c1C | -0.6%
COc1ccccc1C(=O)N(Cc1nc(-c2cccc(C)c2)no1)C(C)C | 4.2%
O=C(Nc1ccc2oc(-c3cccnc3)nc2c1)c1ccccc1F | -6.8%
Next structures.
SMILES | aSyn tox rescue
CCOC(=O)N1CCN(c2c(N3CCN(c4ccc(F)cc4)CC3)c(=O)c2=O)CC1 | -11.1%
COCCNC(=O)Cn1nc(C)c2c(C)n(-c3ccc(C)cc3)nc2c1=O | -4.9%
Cc1ccc(S(=O)(=O)N2CC3(O)CN(C(=O)OC(C)C)N(C(=O)OC(C)C)CC3(OC(=O)NCc3ccccc3)C2)cc1 (stereo unspecified) | 6.8%
COc1ccc(CCN2C(=O)c3[nH]nc(-c4ccccc4O)c3C2c2ccc(OC)c(OC)c2)cc1 (stereo unspecified) | 3.5%
COc1ccc(NC(=O)c2cc(S(=O)(=O)N3CCCCC3)cn2C)cc1Cl | -7.4%
COc1cccc(CNC(=O)Cn2ccc3cc(S(=O)(=O)N4CCCC4)ccc32)c1 | 1.1%
COc1ccccc1NC(=O)CSc1ncc2c(n1)-c1cc(Cl)ccc1N(Cc1ccccc1)S2(=O)=O | -6.0%
O=C(Nc1cc(Cl)ccc1F)c1ccc(-n2cncn2)c([N+](=O)[O-])c1 | 5.2%
Cc1ccc(C)c(N2CCN(CCCNC(=O)c3cnn(-c4ccccc4Cl)c3C3CCN(C(=O)OC(C)(C)C)CC3)CC2)c1 | -34.4%[inhibitor]
CCc1ccc(C(=O)NNC(=O)CCN2CCN(Cc3ccccc3)CC2)cc1 | -1.8%
C[C@H](CO)N1C[C@H](C)[C@@H](CN(C)S(=O)(=O)c2ccccc2)OCc2cnnn2CCCC1=O | -0.1%
C=Cc1ccc(CN2C(=O)N(c3cccc(Cl)c3)S(=O)(=O)c3ccccc32)cc1 | 10.9%
CC1CCN(CCCNC(=O)c2cn(C)c3ccc(S(=O)(=O)N(C)C4CCCCC4)cc3c2=O)CC1 | -0.6%
Cc1cccc(NC(=O)C2CCCN2S(=O)(=O)c2cccc3nsnc23)c1C (stereo unspecified) | 11.2%
CCN(CC(=O)NCc1ccncc1)S(=O)(=O)c1ccc(OC)cc1 | 7.9%
CC(=O)NC(CC(=O)OCC(=O)N1CCN(S(=O)(=O)c2ccc(Cl)cc2)CC1)c1ccccc1 (stereo unspecified) | 0.5%
Cc1ccc2cc(CNC[C@H]3O[C@@H](n4cc(C)c(=O)[nH]c4=O)C[C@@H]3O)c(N3CCOCC3)nc2c1 | -2.4%
Cc1ccc(OCC(=O)OCc2cc(=O)n3nc(C4CCCCC4)sc3n2)cc1C | 3.0%
O=C(OCc1cc(=O)n2nc(C3CCCCC3)sc2n1)c1ccccc1Cl | 4.2%
O=C(COC(=O)CN1C(=O)C2CCCCC2C1=O)Nc1cc(F)ccc1F (stereo unspecified) | -6.5%
CCOC(=O)N1CCN(C(=O)CS(=O)(=O)c2cn(Cc3ccc(Cl)cc3)c3ccccc23)CC1 | 4.6%
Cc1ccc(-c2nnc(Nc3ccccc3O)c3ccccc23)cc1 | 3.8%
CCCN(C(=O)c1cc2c(Cl)nc3ccccc3c2s1)c1cccc(C)c1 | 14.1%
Cc1ccc(NC(=O)C(=O)NCCc2c[nH]c3ccccc23)cc1C | 0.8%
Cc1ccc2nc(-c3ccccn3)c(Nc3ccc(F)cc3)n2c1 | -10.0%
CSc1ccc(/C=C/C(=O)NC(=O)c2ccccc2O)cc1 | -1.4%
COc1ccc(C2=NC(c3ccncc3)=Nc3ccc(OC)cc3N2)cc1 | -7.5%
Cc1nc2ccccc2c2oc(C(=O)NCCN3CCCCC3C)cc12 (stereo unspecified) | -2.4%

7 compounds drawn at random from those above:
SMILES | aSyn tox rescue
Cc1ccc2nc(-c3ccccn3)c(Nc3ccc(F)cc3)n2c1 | -10.0%
Cc1ccc(NC(=O)C(=O)NCCc2c[nH]c3ccccc23)cc1C | 0.8%
CCCN(C(=O)c1cc2c(Cl)nc3ccccc3c2s1)c1cccc(C)c1 | 14.1%
Cc1nc2ccccc2c2oc(C(=O)NCCN3CCCCC3C)cc12 (stereo unspecified) | -2.4%
Cc1ccc(-c2nnc(Nc3ccccc3O)c3ccccc23)cc1 | 3.8%
COc1ccc(C2=NC(c3ccncc3)=Nc3ccc(OC)cc3N2)cc1 | -7.5%
CCOC(=O)N1CCN(C(=O)CS(=O)(=O)c2cn(Cc3ccc(Cl)cc3)c3ccccc23)CC1 | 4.6%
